Compound activity deposited in PubChem by National Center for Advancing Translational Sciences (NCATS).
HCMV inh – human cytomegalovirus inhibition; 410,000 tested, 4.5% active; HFF cells, HCMV-luciferase reporter, 72 h; stronger effect = lower value; AID 1259415; activity change, negative = inhibition, % at 57.5 µM; in the data active = activity change below about -60%; inconclusive = no clear call, values can overlap the other calls; inactive = above about -39%
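Two-dose cell screen: HFF monolayers treated with compounds and infected with luciferase-expressing HCMV at 1 PFU/cell, 72 h at 37C, then lysed for luciferase measurement.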
HCV inhibitor – inhibitors of hepatitis C virus infection; Huh7.5.1 HCVcc-Cre infection, luciferase reporter, 44 h; Potency, µM (series often up to 41.8 µM), inactives show at the highest dose activity change, negative = inhibition, hits mostly inhibitors; 340,000 tested, 3.4% active; AID 651820; also: potency is read from the fitted curve at half-maximal effect
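Seed cells (1,000/well) for 4 h; treat with compound and infect with HCVcc-Cre, moi about 0.5. Incubate 44 h, then detect luciferase activity.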
AmpC inh no detg – blocks E. coli AmpC beta-lactamase in detergent-free assay | P00811 | AmpC nitrocefin hydrolysis, absorbance 480 nm, 0.0001% Triton | Potency, µM (series often up to 57.1 µM), for inactives: top-dose activity change, negative = inhibition, hits mostly inhibitors | 330,000 tested, 0.52% active | AID 485341;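 also: potency is read from the fitted curve at half-maximal effect; plate controls were no compound for no effect and no enzyme for full effect; nearly all actives have a fitted effect of over 20% in size; some results filed as inactive show a strong effect at the top dose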
Target sequence (P00811 whole entry, looked up): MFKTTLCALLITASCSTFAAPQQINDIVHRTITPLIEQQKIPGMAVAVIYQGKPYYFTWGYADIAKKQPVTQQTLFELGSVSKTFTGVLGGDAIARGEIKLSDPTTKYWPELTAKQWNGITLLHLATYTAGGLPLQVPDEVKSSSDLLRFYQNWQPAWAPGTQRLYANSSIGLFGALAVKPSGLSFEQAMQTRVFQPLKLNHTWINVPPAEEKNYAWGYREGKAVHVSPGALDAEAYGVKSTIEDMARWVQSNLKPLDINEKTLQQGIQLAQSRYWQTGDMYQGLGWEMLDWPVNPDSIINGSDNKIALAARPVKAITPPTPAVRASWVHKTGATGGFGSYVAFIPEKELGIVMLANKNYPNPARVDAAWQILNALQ
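20 mM phosphate pH 7.0 + 0.01% (detergent screen) or 0.0001% Triton X-100; 5.3 nM AmpC reagent; cpd preinc 15 min RT; nitrocefin (800 uM stock) to start; A480 q20 s × 4 min; Activity was normalised to no-enzyme and no-compound control wells.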
LmPK inhibitor – LmPK (Leishmania mexicana) enzyme inhibition | Q27686 | purified LmPK, Kinase-Glo ATP luminescence, 1 h | Potency, µM (series often up to 57.5 µM), without a hit: at the top dose activity change, negative = inhibition, usual class: inhibitors | 290,000 tested, 0.37% active; also: potency is read from the fitted curve at half-maximal effect
Target sequence (Q27686 whole entry, looked up): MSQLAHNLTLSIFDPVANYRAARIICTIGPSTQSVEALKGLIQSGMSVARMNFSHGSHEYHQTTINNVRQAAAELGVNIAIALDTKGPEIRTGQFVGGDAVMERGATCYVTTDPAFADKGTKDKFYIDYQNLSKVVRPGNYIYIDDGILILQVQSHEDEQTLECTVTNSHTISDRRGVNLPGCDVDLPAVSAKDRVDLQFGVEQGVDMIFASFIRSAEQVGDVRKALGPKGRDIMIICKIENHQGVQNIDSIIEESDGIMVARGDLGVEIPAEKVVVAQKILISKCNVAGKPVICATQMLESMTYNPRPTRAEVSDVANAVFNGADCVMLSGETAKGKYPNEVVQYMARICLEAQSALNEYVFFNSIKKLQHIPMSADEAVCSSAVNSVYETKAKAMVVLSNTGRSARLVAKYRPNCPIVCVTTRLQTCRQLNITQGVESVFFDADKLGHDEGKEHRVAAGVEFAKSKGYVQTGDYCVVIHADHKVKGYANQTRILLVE
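ATP generated from ADP (0.1 mM) and PEP (0.5 mM) by 0.1 nM LmPK over 1 h at room temperature (pH 7.2 imidazole buffer) was detected by coupled luciferase luminescence. Values were normalized to uninhibited and no-enzyme wells.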
TbPYK inhibitor – inhibitors of Trypanosoma brucei pyruvate kinase; Q57TT1; 410,000 tested, 0.12% active; Potency, µM (titrated, usually from 76.8 µM), for the others: top-dose activity, negative = inhibition, hits mostly inhibitors; TbPYK enzyme, Kinase-Glo Plus ATP luminescence, 45 min; also: potency is read from the fitted curve at half-maximal effect; nearly all actives have a fitted effect of over 50% in size
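Assay buffer: 50 mM TEA pH 7.2, 100 mM KCl, 10 mM MgCl2, 0.05% BSA, 0.01% Tween-20. Pyruvate kinase from T. brucei plus substrate met compound, then ADP (130 uM final). Luminescence was read post 45 min RT.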
AmpC detergent – inhibitors of E. coli AmpC beta-lactamase with detergent; Potency, µM (series often up to 114 µM), without a hit: at the highest dose activity change, negative = inhibition, most hits filed as inhibitors; P00811; AmpC hydrolysis of nitrocefin, absorbance 480 nm, 0.01% Triton; 370,000 tested, 0.041% active; AID 485294;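 also: potency is read from the fitted curve at half-maximal effect; 0% = no-compound wells and -100% = no-enzyme wells; nearly all actives have a fitted effect of over 25% in size; some results filed as inactive show a strong effect at the top dose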
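AmpC (5.3 nM in the dispensed reagent) in 20 mM phosphate pH 7.0 with 0.01% (detergent screen) or 0.0001% Triton X-100 was preincubated with compounds for 15 min at room temperature. Nitrocefin was then added from an 800 uM solution, and hydrolysis was followed at 480 nm.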
AMA1 RON2 block – AMA1-RON2 (P. falciparum) interaction inhibition; AlphaScreen AMA1-biotinylated RON2 peptide binding; Potency, µM (titrated, usually from 58.2 µM), inactives show at the top dose activity change, negative = inhibition, actives largely listed as inhibitors; 360,000 tested, 0.2% active;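 also: potency is read from the fitted curve at half-maximal effect; 0% = vehicle wells and -100% = peptide control; nearly all actives have a fitted effect of over 45% in size; some results filed as inactive show a strong effect at the top dose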
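AMA1 (3D7) with his tag at 25 nM final met compounds first, then biotinylated RON2 peptide at 25 nM; detection used donor plus acceptor beads, 10 µg/mL apiece, read by AlphaScreen after 30 min at room temperature.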
* = called active by the depositor; u = inconclusive; x = no result given; [ ] = remark or other dose. Unless noted, calls follow the shape of the dose curve; as a rule, active = well fitted curve in the direction sought with a large enough effect; inconclusive = small, poorly fitted or top-dose-only effect, or another doubt; inactive = no such curve, though single readings can be large; an effect the other way counts as inactive or inconclusive. Unless noted, % is scaled to controls: 0 for no effect and ±100 for the full control effect. Not a hit list, and some 7.5% of all compounds hit somewhere here.

Screens by letter – A = HCMV inh; B = HCV inhibitor; C = AmpC inh no detg; D = LmPK inhibitor; E = TbPYK inhibitor; F = AmpC detergent; G = AMA1 RON2 block
> COc1ccc(C2C(C#N)=C(N)Oc3c2ccc2cccnc32)cc1OC (stereo not drawn)
  A: -100.5*; B: -16.8%; C: 66.1%[activator]; D: -0.1%; E: 22.0%; F: 9.7%; G: 26.9%
> COc1cccc2oc3cc(C#Cc4ccccn4)ccc3c(=O)c12
  A: 10.0; B: -0.2%; C: 33.8%; D: -3.2%; E: -16.5%; F: -9.6%; G: 18.8%
> CC(C)(C)c1ccc(C(=O)N/C(=C\c2ccco2)C(=O)Nc2ccccc2C(=O)O)cc1
  A: -2.5; B: 19.7%; C: -37.6%; D: 8.8%; E: u; F: 4.5%; G: 0.0%
> CCOC(=O)C1C(C)=CC(=O)CC1c1ccco1 (stereo not drawn)
  A: -12.2; B: 31.0%[activator]; C: -14.9%; D: 0.6%; E: 6.1%; F: -2.7%; G: -18.4%
> CCOC(=O)N1CCc2c(sc3c2c(=O)n(-c2ccc(CC)cc2)c(=O)n3CC(=O)c2ccccc2)C1
  A: u; B: x; C: x; D: x; E: -6.8%; F: -8.9%; G: x
> O=C(NCCc1ccccc1F)C1CCCN(c2nc3ccccc3s2)C1 (stereo not drawn)
  A: 23.7; B: -24.2%; C: 51.8%; D: -3.3%; E: 4.7%; F: 1.3%; G: 3.2%
> CC1CCCN(C(=S)Nc2ccc(F)cc2)C1 (stereo not drawn)
  A: u; B: -1.1%; C: -4.3%; D: 6.9%; E: 6.0%; F: 6.2%; G: -11.7%
> CCOc1ccccc1NC(=O)CCn1cccc1
  A: -5.5; B: -26.5%; C: -9.4%; D: 1.5%[11.5 µM]; E: 3.0%; F: 4.8%; G: 0.0%
> Nc1nc(Nc2ccccc2)sc1C(=O)c1ccccc1
  A: -88.3*; B: u; C: -39.9%; D: 6.9%; E: -10.3%; F: 1.7%; G: -18.4%
> Cc1c(-n2c(O)c(C3=c4ccccc4=NC3=O)sc2=S)c(=O)n(-c2ccccc2)n1C
  A: 62.8; B: 19.0%; C: -28.6%; D: -12.9%; E: -4.4%; F: -0.4%; G: 11.2%
> COC(=O)c1ccc(CN2CCCC(C(=O)Nc3cccc(-n4cccn4)c3)C2)cc1 (stereo not drawn)
  A: 0.0; B: u; C: 58.4%; D: -0.3%; E: -7.1%; F: 2.9%; G: 3.4%
> Cc1cc(C)c2c(c1)/C(=N/NS(=O)(=O)c1ccc(Br)cc1)CCC2
  A: -15.7; B: -15.8%; C: -37.5%; D: -0.1%; E: -4.5%; F: -6.3%; G: 10.8%
> Cc1ccc(-c2nc(CS(=O)(=O)CC(=O)NCCCN3CCN(C)CC3)c(C)o2)cc1
  A: 9.9; B: u; C: 68.2%[activator]; D: 1.6%; E: 14.1%; F: 7.0%; G: -4.5%
> Cc1ccc(CNC(=O)CNS(=O)(=O)c2ccc3nc(C)sc3c2)cc1
  A: 17.6; B: -6.3%; C: 12.3%; D: -4.3%; E: -0.9%; F: -1.7%; G: -1.5%
> CCc1ccc2oc(C(=O)Nc3cc(C)ccc3C)cc(=O)c2c1
  A: -33.6; B: x; C: x; D: x; E: -9.7%; F: 8.4%; G: x

The final two entries of the part before lead into the next:
Screens by letter – A = HCMV inh; B = HCV inhibitor; C = AmpC inh no detg; D = LmPK inhibitor; E = TbPYK inhibitor; F = AmpC detergent; G = AMA1 RON2 block
> Cc1ccc(CNC(=O)CNS(=O)(=O)c2ccc3nc(C)sc3c2)cc1
  A: 17.6; B: -6.3%; C: 12.3%; D: -4.3%; E: -0.9%; F: -1.7%; G: -1.5%
> CCc1ccc2oc(C(=O)Nc3cc(C)ccc3C)cc(=O)c2c1
  A: -33.6; B: x; C: x; D: x; E: -9.7%; F: 8.4%; G: x
> O=C(Nc1ccc(S(=O)(=O)N2CCCC2)cc1)c1cc(=O)c2ccccc2o1
  A: u; B: -13.0%; C: -18.6%; D: 0.1%; E: -2.0%; F: 1.2%; G: 2.3%
> CCOC(=O)C(=CNc1cc(C)nn1-c1ccccc1)C(=O)OCC
  A: -7.4; B: -9.3%; C: 49.0%; D: -3.0%; E: -12.4%; F: -9.8%; G: -11.3%
> Cc1ccc(CN2C(=O)SC(Nc3ccc(Cl)cc3)C2=O)cc1 (stereo not drawn)
  A: -13.8; B: x; C: x; D: x; E: -9.0%; F: 6.6%; G: x
> CC(=O)N1C(C(=O)O)CSC1c1cccc(C)c1 (stereo not drawn)
  A: 13.8; B: 18.9%; C: -5.7%; D: -6.3%; E: 1.7%; F: -11.6%; G: -8.5%
> O=C(Nc1cccc(OC(F)(F)F)c1)C1Cc2c(-c3ccc(Cl)cc3)ccnc2O1 (stereo not drawn)
  A: -3.1; B: x; C: x; D: x; E: -8.5%; F: x; G: 2.8%
> CCCCN1C(=O)C(NC(C)=O)c2cc(Br)ccc21 (stereo not drawn)
  A: -2.5; B: 3.3%; C: 70.1%[activator]; D: 1.0%; E: -6.1%; F: -0.4%; G: -0.7%
> O=C(NCCC(=O)N1CCCC(C(F)(F)F)C1)c1ccccc1Cl (stereo not drawn)
  A: -21.4; B: 16.3%; C: 74.8%[activator]; D: -0.7%; E: 0.4%; F: 9.0%; G: 87.0%[activator]
> COCCOC(=O)C1=C(C)NC(=O)NC1c1ccc(OC(=O)c2ccco2)c(OC)c1 (stereo not drawn)
  A: -33.2; B: 11.6%; C: -14.1%; D: -3.7%; E: 1.5%; F: 6.5%; G: 4.5%
> CCOc1ccc(CCNC(=O)C2CCC(=O)N2CCc2ccccc2)cc1OCC (stereo not drawn)
  A: -10.6; B: u; C: 48.4%; D: 5.8%; E: -3.3%; F: 0.8%; G: -1.2%
> CCc1cc(Cn2nc(-c3ccccc3)cc2C(=O)NCc2cccc(Br)c2)on1
  A: u; B: 3.16µM*; C: -9.7%; D: x; E: 3.2%; F: x; G: 8.4%
> Cc1nn(C)cc1/C=C/C(=O)c1cccs1
  A: 22.7; B: u; C: -13.1%; D: u; E: -2.7%; F: 6.7%; G: 1.7%
> O=C(COC(=O)Cc1ccccc1F)Nc1ccc2c(c1)OCCO2
  A: -33.1; B: 14.3%; C: -9.2%; D: 3.7%; E: 1.4%; F: 1.3%; G: 12.5%
> O=C(NC(=S)N1CC1)c1ccccc1
  A: 23.8; B: x; C: x; D: x; E: 2.5%; F: x; G: 11.7%
> CN(C)S(=O)(=O)c1cc(C(=O)Nc2ccccc2C(=O)NC2CC2)ccc1Cl
  A: u; B: u; C: -24.2%; D: x; E: 0.0%; F: -8.2%; G: 8.6%
> Cc1ccsc1C(=O)Nc1ccc(F)c([N+](=O)[O-])c1
  A: 35.8; B: -15.4%; C: -51.3%; D: -17.3%; E: 5.4%; F: -6.1%; G: -9.2%
> Cc1ccc(/C=C/C(=O)N2CC(=O)Nc3ccccc32)o1
  A: -13.0; B: 3.7%; C: 78.4%[activator]; D: -2.9%; E: u; F: 1.0%; G: -6.5%
> Cn1nc(C(F)(F)F)cc1-c1ccc(/C=C(\C#N)C(=O)c2ccccc2)s1
  A: 62.1; B: 9.2%; C: -42.8%; D: 0.8%; E: -2.1%; F: -5.2%; G: -10.4%
> O=C(Nc1ccc(Oc2cccnc2)cc1)C1CCN(Cc2ccc(F)cc2)CC1
  A: -24.5; B: u; C: 23.4%; D: -8.2%; E: -10.3%; F: -15.4%; G: 1.6%
> CCOCCCNC(=O)CN1C(=O)c2cccnc2Sc2ccccc21
  A: 17.8; B: x; C: x; D: x; E: -4.4%; F: 1.4%; G: x
> CCOCCCNC(=S)Nc1ccc2nc(N3CCN(CC)CC3)cc(C)c2c1
  A: -1.2; B: u; C: 2.9%; D: 3.7%; E: -18.8%; F: -2.2%; G: 8.2%
> O=C(c1ccc(CS(=O)Cc2ccc(Cl)cc2)o1)N1CCN(c2ccccn2)CC1 (stereo not drawn)
  A: -29.7; B: -24.3%; C: 95.6%[activator]; D: -0.5%; E: 4.0%; F: 0.2%; G: 3.7%
> CCn1c(COc2ccc(=O)n(-c3ccccc3)n2)nnc1SC
  A: u; B: 17.9%; C: -7.8%; D: -12.4%; E: -2.2%; F: u; G: 4.2%
> O=C(COc1cccc(-n2cnnn2)c1)Nc1ccccc1
  A: u; B: 3.4%; C: -30.1%; D: 0.2%; E: 0.7%; F: -2.0%; G: 20.2%
> COC(=O)c1ccc(CN2CCC(CO)(Cc3cccc(OC)c3)CC2)cc1
  A: -25.1; B: 1.7%; C: 17.0%; D: -1.2%; E: 0.6%; F: -2.8%; G: 8.0%
> Cc1ccsc1CCN1C(=O)N(c2ccccc2)C(=O)C1CC(=O)Nc1ccc(F)cc1 (stereo not drawn)
  A: 11.9; B: x; C: x; D: x; E: 4.3%; F: 6.8%; G: x
> CCOC(=O)c1cn(CC(=O)Nc2ccc(C)cc2)nn1
  A: 18.3; B: 12.6%; C: -8.5%; D: -3.5%; E: -2.6%; F: -1.2%; G: 2.8%
> S=C1CSc2ccccc2N1
  A: u; B: -1.4%; C: -24.0%; D: 7.3%; E: -7.1%; F: -4.2%; G: 9.8%
> CC(=O)c1c(C)[nH]c(C(=O)O)c1C
  A: -32.4; B: -2.6%; C: -19.8%; D: 1.8%; E: 3.6%; F: 5.4%; G: -1.8%
> Fc1ccc(-c2csc(=Nc3cccc(C(F)(F)F)c3)n2Cc2ccc3c(c2)OCO3)cc1
  A: 8.5; B: x; C: x; D: x; E: -6.9%; F: -0.9%; G: x
> Cc1cccc(-c2nc(C)c(CCNC(=O)C(=O)Nc3ccccc3C#N)s2)c1
  A: 7.0; B: x; C: x; D: x; E: 2.6%; F: 4.1%; G: x
> CCOC(=O)Cc1csc(NC(=O)c2c(-c3c(Cl)cccc3Cl)noc2C)n1
  A: 20.5; B: -25.4%; C: -31.9%; D: 5.8%; E: -6.5%; F: u; G: 58.5%[activator]
> O=C(Nc1cccc(S(=O)(=O)N2CCOCC2)c1)c1ccccc1[N+](=O)[O-]
  A: -0.5; B: 4.7%; C: -14.1%; D: x; E: 3.4%; F: u; G: 3.4%
> O=C(N/N=C\c1ccc(COc2ccc([N+](=O)[O-])cc2)o1)c1ccc(Cl)cc1
  A: 21.9; B: u; C: -37.0%; D: 6.4%; E: -3.7%; F: -6.0%; G: 27.0%
> Nc1cc(-c2ccccc2)nn1Cc1ccccc1
  A: u; B: -7.2%; C: -24.2%; D: -1.7%[11.5 µM]; E: 2.1%; F: 1.6%; G: 1.3%
> CN(C)S(=O)(=O)c1ccc(C(=O)NCc2nnc(SCC(=O)N3CCCC3)o2)cc1
  A: -23.5; B: x; C: 0.6%; D: -0.5%; E: 1.3%; F: 2.5%; G: -1.7%
